HTR1A agonist = agonists of human 5-HT1a serotonin receptor; 65,000 compounds, 0.56% hits; activation, % at 10 µM; P08908; CHO 5-HT1a Ga15 NFAT-bla reporter, FRET ratio; 0% basal, 100% maximal reference agonist;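 active = activation above the screen-wide mean activation plus 3 SD, cut at about 19% in these data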;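 also: 0% = DMSO wells and 100% = 5-CT at EC100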
M1 agonist = activates the M1 muscarinic receptor; CHO-M1 cells, Fluo-4 calcium fluorescence, agonist mode; hits give high values; B-score at 10 µM; 64,000 compounds, 3% hits; AID 626;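 active = fluorescence rise, raw or as B-score row- and column-corrected plate score, outside the 99.7% band of its plate's samples, either direction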
S1P3 ag = agonists of human S1P3 receptor. Q99500. S1P3 NFAT-BLA reporter cells, agonism, FRET ratio; relative to 1 µM S1P, basal subtracted. activation, % at 4.5 µM. 60,000 compounds, 0.1% hits;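 active = activation above the screen-wide mean plus 3 SD, cut at about 4.5% in these data, passing the limit was not always enough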; also: some compounds called inactive have numbers as strong as hits
Target sequence (Q99500 whole entry, looked up): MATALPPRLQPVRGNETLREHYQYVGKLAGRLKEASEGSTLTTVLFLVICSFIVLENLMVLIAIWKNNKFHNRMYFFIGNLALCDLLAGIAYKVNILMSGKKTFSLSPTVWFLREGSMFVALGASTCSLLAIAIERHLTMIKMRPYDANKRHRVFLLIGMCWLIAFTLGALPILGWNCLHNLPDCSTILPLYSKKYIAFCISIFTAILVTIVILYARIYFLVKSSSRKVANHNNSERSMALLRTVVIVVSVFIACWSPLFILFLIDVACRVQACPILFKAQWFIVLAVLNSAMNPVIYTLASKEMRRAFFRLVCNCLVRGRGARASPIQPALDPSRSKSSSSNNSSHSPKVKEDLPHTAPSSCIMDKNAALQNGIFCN
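material = human S1P3 NFAT-BLA reporter CHO cells | schedule = 4 h compound at 37 °C, 2 h substrate at RT | measured by = fluorescent BLA substrate, ex 405 nm, em 460/535 nm ratio | controls = 1 µM S1P reference | replication = primary once, confirmation triplicate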
HTR1E agonist = agonists of human 5-HT1E serotonin receptor; activation, % at 6 µM; 65,000 compounds, 0.69% hits; P28566; CHO 5-HT1E Ga15 NFAT-bla reporter, FRET; 0% DMSO wells, 100% control agonist wells; AID 574;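 active = activation above a set limit, the screen-wide mean activation plus 3 SD, cut at about 8.5% in these data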;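 also: 100% = positive control agonist at 1 µM giving full maximal response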
Target sequence (P28566 whole entry, looked up): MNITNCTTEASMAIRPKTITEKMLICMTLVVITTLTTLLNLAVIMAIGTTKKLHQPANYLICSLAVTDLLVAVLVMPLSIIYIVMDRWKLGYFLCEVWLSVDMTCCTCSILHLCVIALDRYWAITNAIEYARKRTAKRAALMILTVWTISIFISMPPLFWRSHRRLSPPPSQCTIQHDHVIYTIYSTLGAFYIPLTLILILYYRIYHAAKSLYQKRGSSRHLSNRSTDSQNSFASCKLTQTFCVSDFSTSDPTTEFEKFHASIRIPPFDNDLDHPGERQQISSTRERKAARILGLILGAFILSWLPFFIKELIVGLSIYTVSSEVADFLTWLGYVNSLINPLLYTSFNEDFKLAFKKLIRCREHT
5HT1a antag = antagonists of human 5-HT1a serotonin receptor | P08908 | CHO 5-HT1a Ga15 NFAT-bla reporter, antagonist mode | inhibition, % at 10 µM | 62,000 compounds, 0.68% hits | AID 612;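 active = inhibition above the mean of all tested compounds plus 3 SD, cut at about 43% in these data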;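 also: receptor stimulated by 5-CT agonist at 100 nM near EC80; beta-lactamase reporter measured by ratiometric fluorescence of a cleavable substrate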
5HT1E antag = blocks the human 5-HT1E serotonin receptor | inhibition, % at 6 µM | CHO 5-HT1E Ga15 NFAT-bla reporter, FRET, antagonist | 65,000 compounds, 0.99% hits | P28566 | AID 571;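 active = inhibition above a set limit, the mean inhibition across every tested compound plus 3 SD, cut at about 29% in these data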;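 also: signal is the 460 over 535 nm emission ratio of beta-lactamase substrate; 0% = agonist plus DMSO wells and 100% = wells without agonist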
S1P1 ag-PAM = S1P1 (human) agonism or agonism potentiation; S1P1 CRE-bla cells, forskolin, beta-lactamase FRET, potentiator mode; S1P1 agonist co-added at EC20, 2 nM; 100% = saturating reference agonist, 0% = basal; activation, % at 9.5 µM; 56,000 compounds, 0.57% hits;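 active = activation above a cutoff set at the mean activation of all tested compounds plus 3 SD, cut at about 54% in these data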;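 also: forskolin at 4 µM as EC80 and the EC20 agonist is SEW2871; 100% = SEW2871 at its EC100 plus forskolin at EC80; some compounds past the cut are filed as inactive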
Jurkat tox 60K = reduces viability or proliferation of Jurkat cells; AID 463; 56,000 compounds, 1.2% hits; Jurkat E6.1 viability, ATP luminescence, 48 h; inhibition, % at 4 µM;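 active = inhibition above the mean inhibition of all tested compounds plus 3 SD, cut at about 28% in these data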
M1 antagonist = antagonists of rat M1 muscarinic receptor; 64,000 compounds, 3.4% hits; P08482; B-score at 10 µM; CHO-M1 cells, Fluo-4 calcium, ACh EC80 antagonist mode; hits give low values; AID 628;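 active = calcium fluorescence response, raw or row-and-column corrected B-score, differing from the plate sample mean either way at a set confidence level, mostly lower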
* marks the source's active call; other numbers are inactive results; nt = no result given.

Every second line gives: HTR1A agonist | M1 agonist | S1P3 ag | HTR1E agonist | 5HT1a antag | 5HT1E antag | S1P1 ag-PAM | Jurkat tox 60K | M1 antagonist
(1) COc1ccc(-c2cc3ccccc3n2CC(O)CN2CCN(CCO)CC2)cc1 (configuration not stated)
    1.2 | -0.731 | -0.3 | 1.2 | -3.7 | -6.7 | -19.3 | 3.3 | 0.384
(2) CC(=O)Nc1ccc(NC(=O)CN2CCCC(C)C2)c(Cl)c1 (configuration not stated)
    -3.1 | 6.88* | 0.3 | 1.0 | -12.0 | 1.4 | -10.0 | -1.7 | -1.15
(3) COCCCNc1nc(=S)[nH]c2cc(OC)c(OC)cc12
    -4.2 | 0.356 | -0.8 | -2.0 | -2.3 | 11.6 | 3.5 | 9.4 | -0.316
(4) CCOC(=O)C(Cc1c[nH]c2ccccc12)NC(=O)c1ccco1 (configuration not stated)
    -1.4 | -0.328 | -0.3 | -0.8 | 4.4 | -11.7 | -8.7 | -10.8 | 0.527
(5) O=C(NCC1CCCO1)C1CCN(C(=O)c2ccc(Cl)cc2)CC1 (configuration not stated)
    0.4 | -0.212 | -0.7 | 0.8 | -2.4 | -7.6 | nt | -5.2 | -0.00153
(6) Cc1cc(C)n2nc(SCC(=O)N(C(C)C)C(C)C)nc2n1
    -1.1 | 0.253 | 0.2 | -0.3 | -9.0 | 4.7 | -22.8 | -8.2 | 2.11
(7) CC(C)CCn1cnc2c([nH]c3cccc(Cl)c32)c1=O
    0.0 | -1.03 | 0.5 | 4.0 | -20.6 | -3.9 | -42.1 | -1.9 | -0.232
(8) CCCCc1cc(=O)oc2cc(OCc3nn[nH]n3)c(Cl)cc12
    -1.3 | -0.00519 | -0.5 | 0.2 | 0.1 | -1.7 | 5.0 | -2.2 | -0.0215
(9) CCn1c(CCCNC(=O)c2cccs2)nc2ccccc21
    0.8 | -0.63 | -0.6 | 0.7 | 4.5 | 3.2 | -13.8 | 1.1 | 0.592
(10) Cc1csc(C2=C(O)CN(CCc3ccccc3)C2=N)n1
    -1.3 | 0.398 | -0.3 | 0.3 | -6.6 | -4.9 | -3.0 | -3.6 | 0.0715
(11) CC(NC(=O)c1csc2ccccc12)C1CCCO1 (configuration not stated)
    -1.0 | 0.145 | -0.7 | 0.2 | -12.8 | -7.7 | -1.4 | -5.9 | 0.095
(12) O=C(CN(c1ccccc1)S(=O)(=O)c1ccccc1)N1CCN(Cc2ccc3c(c2)OCO3)CC1
    2.8 | -0.0994 | -2.2 | -0.2 | 0.6 | 6.0 | 18.9 | 6.2 | -4.05*
(13) COCCCNC(=O)CS(=O)Cc1nc(-c2ccccc2C)oc1C (configuration not stated)
    0.1 | 2.34 | -0.5 | -0.3 | 12.8 | 2.3 | -5.6 | -8.6 | 0.0157
(14) O=C(Nc1cccc(Cl)c1)N1CCN(c2ncccn2)CC1
    -2.3 | 0.141 | -0.3 | -1.6 | -7.3 | -5.5 | -0.6 | 3.4 | 0.547
(15) CN1CCN(/C=N/c2c(C#N)cnn2Cc2ccccc2)CC1
    0.6 | -0.191 | 0.3 | 0.7 | 1.1 | 2.0 | -9.0 | 3.5 | -0.543

Carrying on.
Every second line gives: HTR1A agonist | M1 agonist | S1P3 ag | HTR1E agonist | 5HT1a antag | 5HT1E antag | S1P1 ag-PAM | Jurkat tox 60K | M1 antagonist
(16) O=C(CSc1nnc(-c2ccncc2)n1-c1ccc(Cl)cc1)N1CCOCC1
    0.0 | -1.12 | -0.3 | -0.4 | -4.9 | -7.5 | 0.3 | -7.3 | -0.458
(17) O=C(CN1CCc2ccccc21)NC(=O)NCc1ccco1
    -1.9 | 0.66 | -0.4 | -0.7 | 25.9 | 11.6 | 2.8 | 2.6 | -0.0811
(18) CS(=O)(=O)Nc1ccc(S(=O)(=O)Nc2nccs2)cc1
    -2.6 | 0.223 | -0.1 | 10.4* | 2.9 | 6.4 | 15.2 | -7.9 | -0.696
(19) CC1(C)CC(=O)C(C=NCCc2ccc(S(N)(=O)=O)cc2)=C(O)C1
    -3.3 | -0.0492 | -1.2 | -0.4 | 3.4 | -2.9 | -23.1 | 1.7 | -0.0938
(20) CCCCn1nnc(NC(=O)CC23CC4CC(CC(C4)C2)C3)n1
    -1.1 | 0.194 | -0.9 | 0.1 | -2.9 | -4.8 | -26.0 | -3.2 | 0.319
(21) Cc1ccc(NC(=O)CS(=O)CC(=O)N(C2CCCC2)C(C)C(=O)NC2CCCCC2)cc1 (configuration not stated)
    -2.9 | 1.97 | nt | -1.1 | 11.6 | -6.2 | nt | nt | 1.22
(22) O=C(C1=C(O)C(=O)N(CCc2ccccc2)C1c1cccnc1)c1ccco1 (configuration not stated)
    0.3 | -0.112 | nt | 0.9 | -8.4 | 11.8 | nt | nt | 1.29
(23) O=C(N1CCOCC1)n1nnc2ccccc21
    -0.1 | -0.00161 | -2.0 | 0.0 | 9.0 | 8.7 | 1.5 | 20.8 | 0.657
(24) CCOC(=O)Cc1csc(NC(=O)CSc2nnnn2-c2ccc(CC)cc2)n1
    0.6 | -1.12 | -1.0 | 0.3 | -4.4 | 0.0 | 14.0 | 3.0 | 0.347
(25) CCn1c(SCc2ccccc2)nnc1-c1cccs1
    0.6 | nt | -1.3 | -0.8 | 0.7 | -5.9 | -10.5 | 1.7 | nt
(26) c1ccc2c(-c3nc(-c4ccncc4)no3)cccc2c1
    0.5 | -0.112 | -1.1 | 1.4 | 1.8 | -2.6 | nt | 1.0 | 0.00167
(27) Cc1cc(C)n(-c2nc3c(c(=O)[nH]c(=O)n3C)n2CCc2ccccc2)n1
    0.4 | 0.636 | 0.1 | 0.4 | -7.2 | -1.2 | -3.2 | 13.3 | 0.217
(28) COC(=O)c1c(C(=O)OC)c(C)n(Cc2ccco2)c1C
    -3.5 | 0.386 | 0.8 | -0.1 | 3.1 | 7.2 | nt | -4.4 | -0.23
(29) Cc1ccccc1OCc1nc(-c2ccc(NC(=O)c3ccco3)cc2)no1
    3.3 | -0.121 | nt | 0.5 | 0.3 | -13.2 | nt | nt | 0.446
(30) S=P(c1ccc(N2CCOCC2)cc1N1CCOCC1)(N1CCOCC1)N1CCOCC1
    -3.0 | -0.63 | 0.7 | 1.2 | 6.2 | -8.8 | -32.0 | 8.3 | -0.474

Following part:
Every second line gives: HTR1A agonist | M1 agonist | S1P3 ag | HTR1E agonist | 5HT1a antag | 5HT1E antag | S1P1 ag-PAM | Jurkat tox 60K | M1 antagonist
(31) CN(C)/C=C(\C#N)c1nc2ccccc2[nH]1
    -0.1 | 0.0529 | -0.9 | -1.0 | -5.4 | 5.3 | -12.8 | -2.6 | 0.0595
(32) CC(=O)NC1CC2CCCC(C1)N2CC(=O)NCc1ccc(F)cc1 (configuration not stated)
    0.0 | 0.821 | nt | 0.1 | 6.0 | -0.6 | nt | nt | 1.17
(33) CCCCNC(=O)CN(C1CCCCC1)S(C)(=O)=O
    1.7 | -0.0114 | -1.1 | -0.8 | -5.7 | -5.5 | -34.5 | 1.1 | 0.353
(34) CCCc1cc(C(N)=O)c(NC(=O)c2ccoc2C)s1
    0.8 | 1.29 | 0.0 | 1.4 | -10.8 | -1.3 | -17.2 | -1.9 | 0.605
(35) CCn1c(=O)cc(OCC(=O)NCc2ccc(C)o2)c2ccccc21
    -1.2 | 0.00166 | -1.3 | -1.4 | 24.3 | 13.1 | -28.1 | 8.1 | -1.7
(36) CCC1(NC(C)=O)CC2CC1CC2NC(C)=O (configuration not stated)
    -2.0 | 0.311 | -1.0 | -1.4 | 7.6 | 6.9 | 9.3 | 4.7 | 0.0333
(37) CC(C)OC(=O)CCc1nc2ccccc2[nH]c1=O
    0.5 | -0.852 | -0.7 | -0.7 | -4.5 | -13.7 | nt | 1.3 | 0.629
(38) CC(C)(C)NC(=O)COc1ccc(CNn2nnnc2N)cc1
    1.2 | 0.0877 | nt | 0.8 | -5.8 | -7.0 | nt | nt | 0.0209
(39) Cc1sc(NC(=O)c2ccc(Cl)s2)c(C(N)=O)c1C
    1.3 | 0 | 0.7 | 1.1 | -1.8 | 1.6 | 15.5 | -7.1 | 0
(40) COC(=O)c1sccc1NC(=O)C1CC=CCC1C(=O)O (configuration not stated)
    -2.0 | 0.943 | 0.2 | 0.0 | 3.1 | 6.0 | 0.6 | -6.9 | 1.17
(41) Cc1ccc(OCCN2C(=O)c3ccccc3C2=O)c(C)c1
    -1.8 | -1.5 | -0.7 | 0.8 | 6.8 | 7.3 | 2.6 | -2.2 | -0.297
(42) CCCCOc1ccc(CSc2n[nH]c(C)n2)cc1
    -4.7 | 0.0204 | -0.2 | -0.3 | 0.0 | 1.3 | 32.1 | 5.4 | -0.205
(43) CC(NC(=O)Cc1ccsc1)c1ccc(S(N)(=O)=O)cc1 (configuration not stated)
    -0.3 | 0.113 | nt | 1.1 | -7.1 | 0.8 | nt | nt | 0.718
(44) CCn1c2ccccc2c2nn(C)c(=N)nc21
    -3.4 | 0.291 | -1.0 | -1.1 | 10.2 | 3.3 | -19.8 | 3.6 | 0.541
(45) CCCC(=O)Nc1ccccc1-c1nnn(CC(=O)Nc2ccc(OC)cc2)n1
    -2.0 | 0.464 | -1.6 | 0.8 | 7.8 | 6.1 | 22.3 | -2.6 | 1.08

Later entries:
Every second line gives: HTR1A agonist | M1 agonist | S1P3 ag | HTR1E agonist | 5HT1a antag | 5HT1E antag | S1P1 ag-PAM | Jurkat tox 60K | M1 antagonist
(46) Cc1nc2nc(-c3ccco3)nn2c(C)c1Cl
    0.6 | 0.0873 | -0.1 | 1.0 | -13.5 | -3.6 | -5.9 | -3.5 | -0.00463
(47) O=C(NCc1ccc2c(c1)OCO2)C1CCN(S(=O)(=O)c2cccs2)CC1
    -2.4 | -0.0754 | -0.3 | -0.6 | -1.4 | 8.0 | -6.2 | -0.4 | 0.0789
(48) COC(=O)c1ccc(N/C(C)=C/C(=O)c2ccc(C)o2)cc1
    0.1 | 0.429 | -0.3 | 0.1 | -0.7 | -6.5 | nt | -1.9 | -0.289
(49) Cc1cc2c(cc1C)NC1(C(=O)Nc3ccccc31)C1=C(CC(C)(C)CC1=O)N2 (configuration not stated)
    1.6 | 1.32 | -0.1 | -0.1 | -11.8 | -3.9 | 11.9 | -7.1 | 0.323
(50) CN1C(=O)C(O)(c2sc(N)nc2-c2ccccc2)c2ccccc21 (configuration not stated)
    -4.6 | -0.358 | 0.5 | -0.9 | 15.8 | 15.6 | 9.2 | 14.6 | 0.174
(51) Cc1ccc(-n2c(SCC(N)=O)nnc2-c2ccccn2)cc1
    1.4 | -0.284 | -0.2 | 0.8 | -3.9 | -2.4 | -4.4 | -2.2 | -0.703
(52) COCCn1c(=N)c(C(=O)NCc2ccco2)cc2c(=O)n3ccccc3nc21
    6.3 | 3.59* | -0.7 | 0.9 | 28.5 | -0.1 | -35.8 | 12.4 | -1.73
(53) CCC(=O)NC1(C(F)(F)F)C(=O)NC(C)=C1C#N (configuration not stated)
    -0.8 | 1.13 | -0.2 | -0.2 | -3.3 | -0.4 | 8.1 | -3.1 | 0.322
(54) Cn1nnc(NC(=O)c2ccco2)n1
    -2.2 | -0.149 | -1.3 | 1.7 | 5.4 | -5.0 | -23.7 | 0.0 | -0.0946
(55) COc1cc(S(=O)(=O)N2CCOCC2)ccc1NC(=O)c1cc2c(s1)CCC2
    1.8 | 0.0498 | nt | 0.9 | 0.6 | -4.1 | nt | nt | 0.193
(56) COc1ccc(NC(=O)c2cc(OC)c(OC)cc2OC)c(S(=O)(=O)N2CCOCC2)c1
    0.3 | 0.0395 | nt | 0.1 | -4.1 | -4.9 | nt | nt | 0.145

High-throughput results as filed in PubChem BioAssay.
